Source: PubChem BioAssay (several laboratories)
NOD2-RIPK2 inh – inhibitors of human NOD2-RIPK2 interaction | inhibition, % at 4.98 µM | hit rate 0.38% among 360,000 | O43353 | CHO BLA complementation NOD2-RIPK2, CCF4 ratio; in the data active means inhibition above about 21%;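 further: 0% = vehicle only and 100% = reference blocker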
LRH-1 inv ag – suppresses constitutive activity of human LRH-1 | HEK293T StAR-luciferase reporter, LRH-1 transfected, 24 h | AID 602396 | inhibition, % at 3.6 µM | hit rate 0.13% among 360,000;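 active means inhibition above the mean inhibition of all tested compounds plus 3 SD, cut at about 73% in these data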;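 further: 0% = DMSO wells and 100% = reporter-only cells lacking LRH-1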
Target sequence (O00482 whole entry, looked up): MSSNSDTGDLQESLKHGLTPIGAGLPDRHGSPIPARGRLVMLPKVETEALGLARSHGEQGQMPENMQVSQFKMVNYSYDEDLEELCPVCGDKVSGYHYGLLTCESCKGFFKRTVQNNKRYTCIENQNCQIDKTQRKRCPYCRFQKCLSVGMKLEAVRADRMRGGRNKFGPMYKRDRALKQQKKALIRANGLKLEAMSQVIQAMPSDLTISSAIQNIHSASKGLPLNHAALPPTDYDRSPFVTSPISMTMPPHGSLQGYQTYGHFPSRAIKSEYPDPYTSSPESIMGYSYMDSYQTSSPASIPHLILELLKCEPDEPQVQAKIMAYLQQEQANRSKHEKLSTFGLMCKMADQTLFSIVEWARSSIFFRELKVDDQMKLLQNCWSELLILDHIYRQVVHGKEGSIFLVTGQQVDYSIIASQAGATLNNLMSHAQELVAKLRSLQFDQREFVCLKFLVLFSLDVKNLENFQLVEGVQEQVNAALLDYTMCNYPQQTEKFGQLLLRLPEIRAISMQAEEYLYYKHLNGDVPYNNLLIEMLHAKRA
LMP1 NFkB inh – reduces LMP1-driven NF-kappaB luciferase signal | LMP1-induced NF-kappaB luciferase reporter cells, luminescence | inhibition, % at 12.5 µM | hit rate 0.69% among 350,000 | AID 504558; in the data active means inhibition above about 41%;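 further: 0% = neutral control wells and 100% = reference inhibitor control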
TLR9-MyD88 inh – inhibitors of human TLR9-MyD88 binding. Q9NR96+Q99836. CHO BLA complementation TLR9-MyD88, CCF4 FRET ratio. inhibition, % at 4.98 µM. hit rate 0.21% among 340,000. AID 504734;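 active means inhibition above the mean over all tested compounds plus 3 SD, cut at about 21% in these data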;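 further: 0% = DMSO only wells and 100% = clavulanate BLA inhibitor control wells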
NCOA3 inh – human NCOA3 inhibition | Q9Y6Q9 | hit rate 0.17% among 360,000 | inhibition, % at 3.6 µM | HEK293 GAL4-SRC3 luciferase reporter, luminescence;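 active means inhibition above a per-campaign cutoff, the mean of all compounds plus 3 SD, cut at about 60% in these data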;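 further: 0% = DMSO-treated cells and 100% = gossypol-treated cells at 36 µM; higher means less SRC3-driven luciferase light from the GAL4 reporter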
COUP-TFII inh – blocks human COUP-TFII nuclear receptor | hit rate 0.7% among 370,000 | inhibition, % at 8.6 µM | HEK293T NGFI-A luciferase reporter, luminescence;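 active means inhibition above a per-plate cutoff, mean inhibition of test wells between control levels plus 3 SD, cut at about 38% in these data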;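 further: cells cotransfected with COUP-TFII expression vector driving the NGFI-A reporter; 0% = median of COUP-TF2 test wells and 100% = reporter-only cells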
Target sequence (P24468 whole entry, looked up): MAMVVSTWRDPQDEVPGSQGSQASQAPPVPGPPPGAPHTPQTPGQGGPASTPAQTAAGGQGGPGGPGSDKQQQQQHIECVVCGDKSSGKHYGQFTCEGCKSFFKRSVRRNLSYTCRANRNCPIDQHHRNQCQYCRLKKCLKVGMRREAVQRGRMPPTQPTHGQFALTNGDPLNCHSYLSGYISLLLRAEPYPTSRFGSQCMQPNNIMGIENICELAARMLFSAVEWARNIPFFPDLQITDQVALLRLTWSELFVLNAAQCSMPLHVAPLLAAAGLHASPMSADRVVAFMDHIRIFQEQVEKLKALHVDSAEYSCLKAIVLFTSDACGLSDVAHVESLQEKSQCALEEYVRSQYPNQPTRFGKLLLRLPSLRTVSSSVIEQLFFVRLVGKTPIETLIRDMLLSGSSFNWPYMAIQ
MC4R ag barr – activates human MC4R beta-arrestin recruitment. P32245. U2OS MC4R beta-arrestin complementation, luminescence; percent of melanotan II response, DMSO zero. activation, % at 8.9 µM. hit rate 0.98% among 360,000. AID 540308;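 active means activation above a per-plate cutoff, the mean activation of sample wells on that plate plus 3 SD, cut at about 8% in these data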
MC4R antagonist – antagonists of human melanocortin 4 receptor (MC4R); P32245; MC4R-expressing cells, MTII-stimulated cAMP, LANCE TR-FRET; inhibition, % at 6.5 µM; hit rate 0.48% among 360,000;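 active means inhibition above its plate's cutoff, the mean of tested wells on that plate plus 3 SD, cut at about 29% in these data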;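 further: 0% = Melanotan II alone and 100% = Melanotan II plus saturating MCL0020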
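Material – human MC4R-expressing U2OS cells · Repeats – no replicates · Detection – TR-FRET with Eu-cAMP and labeled anti-cAMP, 671 nm · Times – compound 30 min, challenge 1 h, detection 1 h · Compound – single nominal compound dose of 6.5 µM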
SRC1 inh – human NCOA1 inhibition; HEK293 GAL4-SRC1 luciferase reporter, luminescence; AID 588354; Q15788; inhibition, % at 3.6 µM; hit rate 0.12% among 360,000;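 active means inhibition above the campaign mean plus 3 SD, with each screening campaign given its own cutoff, cut at about 60% in these data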;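 further: 0% = DMSO treated cells and 100% = gossypol at 36 µM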
ABHD5-PLIN5 inh – inhibitors of human ABHD5-perilipin-5 interaction; hit rate 0.78% among 360,000; AID 602281; inhibition, % at 4 µM; Split G. princeps luciferase complementation, luminescence, 4 h; Q00G26+Q8WTS1;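 active means inhibition above the mean inhibition across every tested compound plus 3 SD, cut at about 22% in these data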;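 further: 0% = DMSO only wells and the 100% control is not disclosed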
NCOA2 inhibitor – inhibits human steroid receptor coactivator 2 | hit rate 0.17% among 370,000 | HEK293 GAL4-SRC2 luciferase reporter, luminescence | AID 651957 | Q15596 | inhibition, % at 9 µM;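 active means inhibition above the mean inhibition of all tested compounds plus 3 SD, set per campaign, cut at about 52% in these data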;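 further: 0% = DMSO treated cells and 100% = cells given Gossypol at 36 µM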
* marks the source's active call; other numbers are inactive results; nt = no result given. Not all compounds are listed (hit frequency here may not be typical).

SMILES	NOD2-RIPK2 inh	LRH-1 inv ag	LMP1 NFkB inh	TLR9-MyD88 inh	NCOA3 inh	COUP-TFII inh	MC4R ag barr	MC4R antagonist	SRC1 inh	ABHD5-PLIN5 inh	NCOA2 inhibitor
O=C(O)c1cc(N/N=C/c2ccc(-c3ccccc3)cc2)ccc1Cl	-6	-260	-29	6	-151	-66	-0.5	8	-115	-7	-63
CCOc1ccc(-n2nnc3c(=O)n(CC(=O)N4CCCc5ccccc54)cnc32)cc1	-3	-16	-8	0	4	2	2.2	20	-29	1	-1
C[C@H]1CN(S(=O)C(C)(C)C)[C@H](CCO)/C1=C\CCO (stereo partly specified)	-9	-3	1	-8	-14	-3	-3.9	4	7	-4	-6
COC(CNC(=O)c1ccc2c(=O)n(Cc3ccc4c(c3)OCO4)c(=S)[nH]c2c1)OC	11	10	5	6	8	-2	-1.3	9	-4	-8	7
CC1(C(=O)Nc2ccc(Cl)c(Cl)c2)CCN1C(=O)C1CCCCC1 (stereo unspecified)	-2	-9	nt	nt	13	-13	1.7	-3	-12	-12	-29
Nc1nc(Nc2cccc(Cl)c2)nc(NCc2ccco2)c1[N+](=O)[O-]	-5	-74	-19	2	-37	-24	0.3	1	-64	-1	-21
CCCCN(CCCC)C(=O)c1nsnc1-c1ccccc1O	1	15	11	8	1	5	-0.2	-3	-1	5	-21
Cc1ccccc1S(=O)(=O)N(C)C[C@@H]1OCc2cnnn2CCCC(=O)N([C@@H](C)CO)C[C@@H]1C	1	-3	-1	-3	-6	7	-0.8	1	-3	-5	-3
CCN=C1SC(CC(=O)NC2CCCCC2)C(=O)N1CC (stereo unspecified)	3	0	-3	3	10	10	-1.3	15	11	-2	-6
CC(C)CC(=O)N1CCN(c2ccc([N+](=O)[O-])c(NCc3ccccc3)c2)CC1	-2	9	-6	12	-15	-2	-1.6	-1	-2	-1	3
COc1ccc(Cl)cc1Nc1ncnc2sc(C)c(S(=O)(=O)N3CCC(C)CC3)c12	-6	-23	-13	-3	14	-4	2.2	1	3	10	-8
C[C@H](NC(=O)Nc1ccc2c(c1)OCCO2)C(=O)O	1	16	5	0	-20	0	-0.7	3	-26	6	-3
COc1ccc(-c2ccc(C(=O)Nc3ccc(Cl)cc3)c3occc23)c(C)c1	-9	-84	nt	nt	-76	-37	0.1	15	-86	-15	-36
CNC(=O)NC(=O)COC(=O)c1cccc(S(=O)(=O)N2CC3(C)CC2CC(C)(C)C3)c1 (stereo unspecified)	-2	-21	-7	-3	-1	8	-3.2	0	-3	-5	14
COc1ccc(CCC(=O)Nc2ccc(Br)cn2)cc1	2	-33	-22	7	20	2	-0.9	9	-15	-1	-8
O=C(CSc1nnc(-c2cccnc2)n1Cc1ccco1)N1c2ccccc2Sc2ccccc21	3	0	2	-9	13	22	-0.6	7	-1	16	-12
O=C(CCC1CCCCC1)Nc1cccc(C(=O)Nc2ccc(C(=O)O)cc2)c1	2	-10	-12	6	-6	-1	0.5	9	-11	5	10
C[C@H]1CN([C@@H](C)CO)C(=O)CCCn2nncc2CO[C@@H]1CN(C)S(=O)(=O)c1cccc(F)c1	9	-39	-3	-4	-35	-9	-0.1	11	8	9	12
CSc1nsc(SCC(=O)Nc2ccc(C(N)=O)cc2)n1	-10	0	-4	5	-2	-29	-0.9	11	-4	7	-29
Cc1ccccc1OCC(=O)NNC(=O)CCc1ccccc1	-2	3	0	1	0	-4	-2.2	7	-2	-3	-21
O=C(C1=C[C@@H](c2ccc(C(F)(F)F)cc2)C[C@@H](OCCCCO)O1)N1CCOCC1	-3	8	9	-3	-24	2	-1.1	1	-18	-5	-6
CC(CNC(=O)c1ccco1)NC(=O)c1ccco1 (stereo unspecified)	-4	3	-2	13	13	-5	-0.4	9	15	4	-19
C=CC[C@@H](CC(=O)NCCO)C(=O)N[C@H](C)COC(=O)[C@@H](CC=C)Cc1ccc(F)cc1	-3	-11	-2	-3	-4	-14	0.7	7	-2	-12	10
O=C(O)COc1ccc2occ(C(=O)c3ccccc3)c2c1	1	5	-5	0	2	nt	-0.3	11	6	10	nt
COc1ccc(C(O)CNc2ccc(C)cc2)cc1 (stereo unspecified)	3	-5	-5	0	-2	-19	-0.8	10	-5	-3	-9

Continuation:
SMILES	NOD2-RIPK2 inh	LRH-1 inv ag	LMP1 NFkB inh	TLR9-MyD88 inh	NCOA3 inh	COUP-TFII inh	MC4R ag barr	MC4R antagonist	SRC1 inh	ABHD5-PLIN5 inh	NCOA2 inhibitor
Cc1ccc(-c2c3c(=O)n(C)c(=O)n(C)c3cn2-c2ccccc2O)cc1	2	20	0	10	16	10	-2.5	2	-14	-3	-4
O=C(Nc1ccc(N2CCOCC2)cc1)c1ccc(S(=O)(=O)NCc2ccco2)cc1	-11	4	-16	-4	-14	-4	-0.1	1	0	-6	-2
COc1ccccc1CN(Cc1cccnc1)S(=O)(=O)c1ccc(-n2cnnn2)c(OC)c1	1	-23	-3	-13	4	1	0.0	-4	2	7	-5
O=C(c1ccc(Br)s1)N1CCN(Cc2ccc3c(c2)OCO3)CC1	-2	1	6	-4	19	9	-1.5	0	10	0	-12
CN(C)CC(C)(C)CNS(=O)(=O)c1ccc(Cl)cc1	0	0	-2	5	11	8	-2.3	6	-6	-1	10
O=C(c1ccccc1)N(Cc1ccccc1)c1ccccn1	5	-5	-2	1	22	-3	0.7	21	-4	-1	3
COC(=O)CSc1nc(NC#N)nc(NC(C)(C)C)n1	5	4	-2	-6	7	2	-1.2	-4	-5	-5	20
Cc1sc2ncn(CC(=O)OC(C)C(=O)NC(C)(C)C)c(=O)c2c1C (stereo unspecified)	4	0	-22	10	8	7	-1.7	19	-40	-1	10
CCOC(=O)N1CCN(C(=O)CN(c2cccc(C)c2)S(=O)(=O)c2ccccc2)CC1	-3	1	-61	-8	10	6	-2.0	0	-5	-1	13
O=C(c1c[nH]c(C(=O)N2CCN(c3ccccc3F)CC2)c1)c1cccc(Cl)c1Cl	-4	0	2	1	19	-8	0.8	-19	14	-2	19
CC(C)[C@H](NC(=O)N1CC(=O)Nc2ccccc21)C(=O)N1CCC(C(=O)O)CC1	-6	12	-2	-6	18	-15	-1.2	6	-9	-6	-4
COc1ccc(Cn2nnnc2C(c2ccccc2Cl)N2CCN(C)CC2)cc1 (stereo unspecified)	7	8	5	0	-10	16	0.1	0	2	-11	-10
CCOC(=O)c1cc(CC)sc1NC(=O)COC(=O)c1cnccn1	5	4	-15	-4	-14	11	-2.8	-2	-6	1	6
CCc1ccc(/C=N/NC(=O)c2nnn(-c3nonc3N)c2CN2CCOCC2)cc1	-1	-19	-4	1	-68	-2	-1.9	-5	0	-2	0
Cc1ccc(NC(=O)CSc2nnc(-c3ccncc3)o2)cc1	-4	6	0	5	-14	-7	-0.3	1	-36	4	2
CCOC(=O)Cc1c(C)nc2c(-c3cccc(Br)c3)c[nH]n2c1=O	-3	-17	15	-5	9	5	2.7	1	5	1	-5
O=C(CN1CCCC1)Nc1ccc(S(=O)(=O)N2CCCCC2)cc1	-4	7	1	1	-5	-1	0.3	12	-6	-4	4
COc1ccc(NC(=S)NC(NC(=O)CCl)C(Cl)(Cl)Cl)c([N+](=O)[O-])c1 (stereo unspecified)	-8	7	2	-7	18	nt	-1.3	2	-10	-5	nt
C=CCN(C(=O)Nc1ccc2c(c1)nc(C)n2C)c1ccccc1	-10	-68	-5	-10	-23	-19	0.5	17	-53	8	-33
O=C(OCCN1CCN(C2=NS(=O)(=O)c3ccccc32)CC1)c1cccc(Br)c1	-14	0	-12	0	6	-4	-1.9	4	-24	0	1
CC1CCN(C(=O)CCCNC(=O)Cn2cnc3sc4c(c3c2=O)CCCC4)CC1	-10	-12	-37	-1	-10	18	-0.9	10	-13	-1	-26
COC(=O)c1ccccc1NC(=S)NC(=O)COc1ccccc1	-4	1	4	-8	12	-9	2.4	-10	-3	-6	7
Cc1cc(C)cc(Cn2c3ccc(NC(=S)NCc4ccccc4F)cc3c(=O)n2C)c1	-1	-23	nt	nt	-3	15	2.3	3	-1	-13	-3
O=C(Nc1cccnc1)Nc1ccccn1	-6	6	-17	7	-2	-10	0.7	-4	5	-1	-4
O=C(Nc1ccccc1)c1nc2ccccc2s1	-3	-181	-37	-11	-72	-45	-0.5	1	-124	3	-34

Next part
SMILES	NOD2-RIPK2 inh	LRH-1 inv ag	LMP1 NFkB inh	TLR9-MyD88 inh	NCOA3 inh	COUP-TFII inh	MC4R ag barr	MC4R antagonist	SRC1 inh	ABHD5-PLIN5 inh	NCOA2 inhibitor
NC(=O)C(CCC(=O)c1ccc(Br)cc1)S(=O)(=O)c1ccccc1 (stereo unspecified)	-13	7	-2	-2	9	1	0.8	-4	-6	4	-5
O=C(NC1CCCC1)c1cc(-c2ccc(F)cc2)on1	-10	-90	0	4	-96	-31	1.5	11	-140	5	-42
NNc1ccc2c(C(F)(F)F)cc(C(F)(F)F)nc2n1	0	7	-3	2	5	17	1.1	19	3	-2	-2
COc1ccc(OC)c(Nc2nc(NCCCN(C)C)nc(N)c2[N+](=O)[O-])c1	-4	-16	6	0	21	18	-2.2	2	-4	5	-22
Clc1ccc(-c2n[nH]c3c2CCCC3)cc1	9	-37	-14	12	-8	-11	-0.1	9	-111	-5	-10
CC1Sc2ccc(S(=O)(=O)CCC(=O)NCc3ccccc3)cc2NC1=O (stereo unspecified)	9	-11	-6	-12	-1	-12	-2.1	3	-79	-5	-8
Cc1ccc(C)c(N2CCN(S(=O)(=O)c3cccc4cccnc34)CC2)c1	3	24	0	-11	4	4	-0.5	13	14	-1	-34
Cc1cccc(-c2n[nH]c(=S)n2Cc2ccccc2)c1	-19	24	-7	7	10	4	-2.1	-3	0	0	8
CC(=O)Nc1ccc(NC(=O)C(C)OC(=O)COc2ccc(Nc3ccccc3)cc2)cc1 (stereo unspecified)	-4	-4	1	-4	-9	4	-2.3	2	-8	2	-26
CCc1nc2ccc(C(=O)N(CC)CCN(C)C)cn2c1N(C=O)CCC(C)C	-14	7	nt	nt	6	15	-1.9	0	16	5	-21
COc1ccc(C2CC(c3cc(OC)ccc3OC)n3nnnc3N2)cc1 (stereo unspecified)	-7	5	2	13	4	-3	-2.0	6	3	6	-4
Cc1ccc(S(=O)(=O)N2CCN(Cc3csc(C)n3)CC2)cc1	13	6	1	2	-2	-8	-6.3	9	-21	3	6
COc1ccc(Cl)cc1NC(=O)[C@@]1(CC(=O)O)CC(/C=C/c2ccccc2)=NO1	-2	-15	4	0	-2	0	-3.2	7	1	-8	-6
CCOC(=O)C1=C(COC(=O)CNS(=O)(=O)c2c(F)cc(F)cc2Br)NC(=O)NC1C (stereo unspecified)	1	-27	-1	-12	-12	-19	-0.8	8	-33	2	-27
CN(Cc1ccc(N(C)C)cc1)C(=O)c1cc2ccccc2o1	2	-25	-27	9	-18	-13	-0.1	15	-6	9	4
